N370S GC – inhibits or activates N370S mutant glucocerebrosidase. P04062. N370S GC spleen homogenate, 4MU-glucoside fluorescence. Potency, µM (highest dose often 59.4 µM), without a hit: at the top dose activity change, negative = inhibition, hits mostly inhibitors. 330,000 compounds, 0.092% hits;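 note: 0% = full enzyme activity and -100% = no enzyme basal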
GCN5L2 inh – inhibitors of human GCN5L2 histone acetyltransferase; Q92830; GCN5L2 HAT assay, ThioGlo1 CoA-SH fluorescence; Potency, µM (titrated, usually from 58.9 µM), for inactives: top-dose activity change, negative = inhibition, actives largely listed as inhibitors; 390,000 compounds, 0.21% hits
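Free CoA generated was detected with ThioGlo1 (50uM) fluorescence at Ex340nm/Em540nm, read immediately and after 20 min at room temperature. Enzyme, 20 nM in HEPES pH 7.5 buffer, saw compounds 15 min before adding 75uM H3(1-25) peptide and 70uM acetyl-CoA.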
FEN1 inhibitor – human FEN1 inhibition. Recombinant FEN1 flap cleavage, fluorescence, 15 min. Potency, µM (top dose mostly 114 µM), without a hit: at the highest dose activity change, negative = inhibition, hits mostly inhibitors. AID 588795. 390,000 compounds, 0.35% hits. P39748; note: nearly all actives have a fitted effect of over 65% in size
Target sequence (P39748 whole entry, looked up): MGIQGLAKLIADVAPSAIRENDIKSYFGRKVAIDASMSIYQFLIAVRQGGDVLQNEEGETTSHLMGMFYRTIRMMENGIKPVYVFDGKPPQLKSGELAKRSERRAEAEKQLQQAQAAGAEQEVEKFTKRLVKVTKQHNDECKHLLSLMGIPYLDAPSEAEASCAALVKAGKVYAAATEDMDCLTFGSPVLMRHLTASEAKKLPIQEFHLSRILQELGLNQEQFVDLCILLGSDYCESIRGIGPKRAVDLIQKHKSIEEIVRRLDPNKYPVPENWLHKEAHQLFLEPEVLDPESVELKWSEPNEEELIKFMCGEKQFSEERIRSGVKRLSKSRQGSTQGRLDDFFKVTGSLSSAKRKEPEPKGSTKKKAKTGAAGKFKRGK
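Read-out was taken twice, immediately and after 15 min, following addition of 50 nM substrate to 10 nM FEN1 that had sat with test compound for 15 min at room temperature. Curves came from a four-parameter Hill model.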
The depositor's hits bear a star; ? = inconclusive; . = no result given; & = joins results of further samples; [ ] = dose if it differs, or a comment. Calls come from the whole dose curve; as a rule, active = well fitted curve in the direction sought with a large enough effect; inconclusive = small, poorly fitted or top-dose-only effect, or another doubt; inactive = no such curve, though single readings can be large; an effect the other way counts as inactive or inconclusive. Unless noted, % is set by controls: 0 for no effect and ±100 for the full control effect; potency is the fitted concentration of half-maximal effect. These rows are one share of the data; rates above refer to the full screens.

Values run as follows: N370S GC | GCN5L2 inh | FEN1 inhibitor
O=C1CCC(C(=O)N(CCO)Cc2ccccc2)CN1CCCN1CCOCC1 (stereo not given)
→ 1% | -3% | -6%
CN(C1CCS(=O)(=O)C1)S(=O)(=O)c1ccc2ccccc2c1 (stereo not given)
→ -1% | -5% | 6%
COC(=O)c1cc(Br)c(=O)n(-c2cccc(F)c2)c1
→ 3% | -6% | 2%
O=S(=O)(NCCN1CCCC1)c1ccc(Cl)cc1
→ -14% | 3% | 19%
COc1ccc(NC(=O)CCc2c(C)nc3nc(C)nn3c2C)cc1
→ -4% | 3% | 3%
Cc1cc(C)nc(N/N=C/C2=C(N3CCOCC3)C(=C\c3ccc(Cl)cc3)/CC2)n1
→ -3% | -6% | -17%
Cc1nc(CNS(=O)(=O)c2ccccc2F)cs1
→ 6% | -4% | 4%
Cc1cc(C=C2C(=O)c3ccccc3C2=O)c(C)n1C
→ 4% | -9% | -8%
Cc1cccc(-c2nc(CCNC(=O)Cc3ccc(F)cc3)cs2)c1
→ . | 13% | -16%
Cc1ccc(N(CC(O)Cn2nc(C)cc2C)S(=O)(=O)c2ccc3ccccc3c2)cc1 (stereo not given)
→ 16% | -5% | -4%
CN(C)S(=O)(=O)c1ccc(Cl)c(C(=O)NC2CCCCCCC2)c1
→ 4% | -1% | 0%
COC(=O)c1cccc(C(=O)N2CCCC(Nc3ccc(C)c(C)c3)C2)c1 (stereo not given)
→ 1% | -8% | 16%
CCN(CC)C(=O)c1sc2c(c1C)c(=O)n(-c1ccccc1)c(=O)n2CC(=O)N(CC)c1cccc(C)c1
→ . | -4% | -19%
CCOC(=O)c1sc(Nc2cccc(C)c2C)nc1C
→ -17% | -14% | .
CCOC(=O)N1CCN(c2c(NCCCN3CCCC(C)C3)c(=O)c2=O)CC1 (stereo not given)
→ 7% | 0% | 17%
O=C(c1ccc(F)cc1)N1CCOC(c2nc(-c3ccc(F)cc3)no2)C1 (stereo not given)
→ -1% | -3% | -12%
Oc1cccc2cnccc12
→ 4% | -10% | -20%
Cc1cc(NC(=O)COCc2cc(-c3ccc(F)cc3)on2)ccc1Br
→ . | -12% | -5%
O=c1ccn(-c2cccc(C(F)(F)F)c2)nc1-c1ccn(-c2cccc(Cl)c2)n1
→ 4% | 0% | -9%
CN1CCc2ccccc2C1Cc1ccccc1NC(=O)c1sc2ccccc2c1Cl (stereo not given)
→ -19% | -2% | -18%
COc1ccccc1CN1CC(C(=O)N(C)Cc2nc(C)cs2)CCC1=O (stereo not given)
→ -1% | 2% | -4%
CC(=O)c1cccc(NC(=O)COC(=O)Cc2ccc(Cl)cc2)c1
→ -19% | -12% | -10%
O=C1N/C(=N/N=C/c2ccccc2)SC1(c1ccccc1)c1ccccc1
→ . | -3% | -15%
COc1ccccc1N(C)S(=O)(=O)c1ccc(C(=O)OCC(=O)N2CCCCCC2)cc1
→ 2% | -9% | -1%
CN(C)/C=C(\C=O)c1c(Cl)cccc1Cl
→ -14% | 2% | -4%
COc1ccc2c(c1OC)C(=O)OC2N1C(=O)CC[C@H]1C(=O)Nc1ccc(F)cc1F (stereo not given in full)
→ -1% | -16% | -5%
O=C(NCCc1ccccc1)Nc1ccc2c(c1)OCO2
→ 1% | -1% | 20%
O=C1CCc2cc(S(=O)(=O)NC(Cc3ccccc3)C(=O)N3CCN(c4ccccn4)CC3)ccc2N1 (stereo not given)
→ -12% | -10% | 18%
Cc1nc2ccccc2c(=O)n1NC(=O)C1CC1C (stereo not given)
→ 10% | -3% | -5%
CCN(CC)S(=O)(=O)c1ccc(OC)c(NC(=O)c2ccc3c(c2)OCO3)c1
→ 3% | -6% | -19%

The results go on:
Values run as follows: N370S GC | GCN5L2 inh | FEN1 inhibitor
Cc1cc[n+](Cc2ccccc2)c(N)c1
→ -5% | -4% | 1%
COCCCNC(=O)C1CCN(c2ncnc3c2nc2n3CCCCC2)CC1
→ . | -8% | -12%
O=S(=O)(c1ccc(Br)s1)N1CCCCC1
→ 10% | 1% | -2%
O=C(OCCOc1ccc(Br)cc1)c1ccc(Cl)nc1
→ 2% | -6% | 0%
Cc1cc(C)n(-c2cc(C(C)(C)C)nc3c(-c4ccccc4)cnn23)n1
→ ? | -8% | -22%
CCC(NC(=O)COc1cc2c(c3oc(=O)c(C)c(C)c13)CCC(C)(C)O2)C(=O)O (stereo not given)
→ ? | -4% | -17%
Cc1cc(-c2ccccc2)nc(N(C)NC(=O)c2c(F)cccc2F)c1S(C)(=O)=O
→ 1%[12.8 µM] | -14% | 0%
CCC1(c2ccc(F)cc2)NC(=O)N(CC(=O)Nc2ccc(C)c(S(=O)(=O)N3CCOCC3)c2)C1=O (stereo not given)
→ -6% | -1% | -3%
Cc1c(C(=O)NCC(c2ccco2)N2CCCC2)oc2ccc(Cl)cc12 (stereo not given)
→ -14% | -7% | -16%
CC(C)CN(C(=O)CN1CCN(c2ccccc2F)CC1)c1c(N)n(CC(C)C)c(=O)[nH]c1=O
→ 9% | 0% | -2%
O=[N+]([O-])c1ccc2c(c1)nc1n2CCN(c2ccccc2)C1
→ 0% | 12% | 12%
CC(C)(C)NS(=O)(=O)c1ccc(Oc2ncc(C(F)(F)F)cc2Cl)cc1
→ -8% | -9% | -19%
CCOc1ccccc1OCCCC(=O)Nc1cccc(S(=O)(=O)N2CCOCC2)c1
→ . | 2% | 13%
CC(=O)Nc1ccc(NS(=O)(=O)c2ccc3[nH]c(=O)[nH]c3c2)cc1
→ -2% | -1% | 12%
CC(=O)c1c(C)[nH]c(C(=O)N(C)CC(=O)Nc2ccc(Cl)c(C(F)(F)F)c2)c1C
→ ? | -3% | 15%
O=C(NNc1ccccc1[N+](=O)[O-])Nc1cccc(Cl)c1
→ 18% | 0% | -17%
Cc1ccc(-c2nc3ccccc3[nH]2)cc1NC(=O)c1sc2cc(Cl)ccc2c1Cl
→ -4% | 16% | -5%
CCC(Sc1nc(-c2ccccc2)c(C#N)c(=O)[nH]1)C(=O)Nc1nnc(C)s1 (stereo not given)
→ 6% | -2% | ?
CC(=O)c1ccc(-c2ccc(C(=O)NC3CC(C)(C)NC(C)(C)C3)o2)cc1
→ ? | -3% | -6%
COCCN1C(=O)c2ccc(C(=O)NCc3ccco3)cc2C1=O
→ -8% | -6% | -20%
CCOC(=O)c1noc(C)c1C(=O)Nc1cccc(F)c1
→ 3% | 0% | 8%
COc1ccc(/C=N\NC(=O)c2sccc2C)cc1Cn1nc(C)cc1C
→ 24% | -10% | -18%
O=C(CN1CCOCC1)N/N=C/C=C/c1ccccc1
→ -2% | -17% | -9%
O=C(NCc1ccco1)c1cccc(S(=O)(=O)N2CCOCC2)c1
→ 8%[2.35 µM] | -5% | 5%
O=C(O)c1cccc(N=NN2CCOCC2)c1
→ -1% | -3% | -5%
COC(=O)c1ccc(Cn2nc(C)c(Br)c2C)cc1
→ 1% | -21% | 14%
CCOc1ccccc1N(CC(=O)N(C)Cc1ccccc1)S(=O)(=O)c1ccccc1
→ 1% | 2% | -13%
CCC1(CC)NC(=O)N(CC(=O)OCC(=O)NC(=O)c2ccccc2)C1=O
→ -7% | -9% | 1%
Nc1nc(=S)[nH]c2c1C1(CCCC1)Cc1ccccc1-2
→ 15% | -3% | -1%
Cc1ccccc1NC(=O)Cn1c(=O)n(-c2ccc(CC(=O)NCC3CCCO3)cc2)c(=O)c2ccccc21 (stereo not given)
→ -2% | -3%&1% | 0%&21%

Later entries
molecule | N370S GC | GCN5L2 inh | FEN1 inhibitor
Cc1ccc(S(=O)(=O)n2ccnc2)cc1C | 4% | -1% | -11%
Cc1cc(C)n(-c2nc3ccccc3n3cnnc23)n1 | -1% | -3% | 0%
CCc1ccccc1NC(=O)c1cc2c(Cl)nc3ccccc3c2s1 | . | -6% | 12%
COc1ccc(-n2nc(C(=O)NCC(=O)N3CCOCC3)c3ccccc3c2=O)c(OC)c1 | -3% | -4% | -2%
CCc1ccccc1NC(=O)CCc1c(C)nn(-c2ccc(N3CCOCC3)nn2)c1C | -2% | -2%&16% | -2%&-7%
CCn1c(C)c(C)c2cc(C(=O)NCc3cccc(C)c3)ccc21 | . | -23% | 6%
OCCC1CN(CC2CCCCC2)CCN1CC1CCCCC1 (stereo not given) | 0% | -1% | 6%
Cc1ccc(NC(=O)C2COc3ccccc3O2)c(C)c1 (stereo not given) | -12% | -5% | 1%
Cc1ccc(-n2c(=S)[nH]c3nc4c(cc3c2=O)COC(C)(C)C4)cc1 | 0% | -1% | 6%
CC(C)c1ccc(OCCCCCN2CCOCC2)cc1 | -18% | 27% | 11%

Among those listed so far, these contain a nitro group on carbon:
molecule | N370S GC | GCN5L2 inh | FEN1 inhibitor
O=[N+]([O-])c1ccc2c(c1)nc1n2CCN(c2ccccc2)C1 | 0% | 12% | 12%
O=C(NNc1ccccc1[N+](=O)[O-])Nc1cccc(Cl)c1 | 18% | 0% | -17%

Further structures follow:
molecule | N370S GC | GCN5L2 inh | FEN1 inhibitor
COc1ccc(C2CC(C(F)(F)F)n3ncc(C(=O)O)c3N2)cc1OC (stereo not given) | -28% | -5% | -4%
C/C(CC(=O)Nc1ccc(Cl)cc1Cl)=N\NC(N)=S | 10% | -5% | -8%
COc1ccc(Cn2nnnc2C(c2ccccn2)N2CCN(c3cc(Cl)ccc3C)CC2)cc1 (stereo not given) | -23% | -16% | 0%
Cc1ccc(N2CCN(C(=O)Nc3cccc([N+](=O)[O-])c3)CC2C)cc1 (stereo not given) | 10% | -5% | -10%
C=CCCC1(C)C(=O)N(c2ccccc2)c2ccccc21 (stereo not given) | 7% | -2% | -7%
N#Cc1nc(-c2ccc(OCc3ccccc3)cc2)oc1NCCN1CCOCC1 | -26% | -6% | .
CCCN1CCN(C(=O)Cn2nc(C)n3c(cc4sccc43)c2=O)CC1 | -1% | -4% | 22%
N#Cc1ccc(C2=CC(=O)C[C@H](c3ccc4c(c3)OCO4)C2)cc1 | . | 1% | 5%
CCc1ccccc1-n1nnnc1-c1cnccc1C(F)(F)F | -10% | -1% | 4%
Cc1ccccc1Nc1nnc(-c2ccc(C)c(S(=O)(=O)NCC3CCCO3)c2)c2ccccc12 (stereo not given) | . | -3% | 8%

Other entries follow.
molecule | N370S GC | GCN5L2 inh | FEN1 inhibitor
C=C(C)CN(CC)C(=O)CCc1nnc(CCc2c[nH]c3ccccc23)o1 | -2% | 0% | -3%
CCOC(=O)Cc1cnc(NC(=O)Cn2nnc(-c3ccc(OCC)cc3)n2)s1 | -20% | -13% | -16%
Clc1ccccc1/C=C/c1nc(-c2ccccn2)no1 | ? | -1% | -11%
CCOc1ccc(NC(=O)CCC(=O)N2CC(C)Oc3ccc(C)cc32)cc1 (stereo not given) | . | -6% | 18%
O=S(=O)(c1cccc2ccccc12)n1nnc2ccccc21 | 1% | -2% | -11%
Cc1ccc(Cl)c(NC(=O)COC(=O)CNS(=O)(=O)/C=C/c2ccccc2)c1Cl | 7% | -1% | 6%
CCN(CC)CCCn1c2c(c(SCC(=O)Nc3cc(OC)cc(OC)c3)nc1=O)CCC2 | 0% | 1% | -15%
O=C(O)c1sc(Nc2ccccc2)nc1-c1ccccc1 | . | -6% | 5%
Cc1ccc(-n2c(N)c(C(=O)Nc3c(C)n(C)n(-c4ccccc4)c3=O)c3nc4ccccc4nc32)cc1C | -6% | -9% | .
Cc1cc(-c2ccccc2)nc(SCc2ccc(C(=O)O)cc2)n1 | -1% | -4% | -1%

Remaining list, next part
molecule | N370S GC | GCN5L2 inh | FEN1 inhibitor
COc1ccc(CCNC(=O)COc2ccc(N(C)S(=O)(=O)c3ccc(Cl)cc3)cc2)cc1 | -8% | -4% | -6%
Cn1c(=O)oc2cc(S(=O)(=O)Nc3cccc([N+](=O)[O-])c3)ccc21 | -9% | -13% | -3%
COc1cccc(/C=C2/SC(=S)N(CC(=O)NNC(=O)c3ccccc3OC)C2=O)c1 | -2% | -8% | 8%
Cc1ccc(S(=O)(=O)N2CCN(C(=O)COC(=O)/C=C/c3ccccc3[N+](=O)[O-])CC2)c(C)c1 | -6% | -1% | 41%[activator]
CCOC(=O)C1CCN(C(=O)C2CCN(c3nn4c(=O)cc(C)nc4s3)CC2)CC1 | -11% | -17% | -8%
O=S(=O)(c1ccc(S(=O)(=O)N2CCCC2)cc1)N1CCCCCC1 | 7% | -1% | -4%
COc1ccc(/C=C/C(=O)Nc2cc(-c3nc4ccccc4o3)ccc2OC)cc1 | . | -8% | -27%

Reformatted as labelled records: part of the list above
CCOC(=O)C1CCN(C(=O)C2CCN(c3nn4c(=O)cc(C)nc4s3)CC2)CC1
  N370S GC = -11%
  GCN5L2 inh = -17%
  FEN1 inhibitor = -8%

COc1cccc(/C=C2/SC(=S)N(CC(=O)NNC(=O)c3ccccc3OC)C2=O)c1
  N370S GC = -2%
  GCN5L2 inh = -8%
  FEN1 inhibitor = 8%

Cc1ccc(S(=O)(=O)N2CCN(C(=O)COC(=O)/C=C/c3ccccc3[N+](=O)[O-])CC2)c(C)c1
  N370S GC = -6%
  GCN5L2 inh = -1%
  FEN1 inhibitor = 41%[activator]

Screens (PubChem BioAssay)
